TDP1 block – blocks human tyrosyl-DNA phosphodiesterase 1; Potency, µM (doses to about 130 µM), for the others: at the top dose activity change, negative = inhibition, hits mostly inhibitors; 0.28% of 350,000 active; recombinant TDP1, AlphaScreen DNA substrate cleavage; Q9NUW8; also: nearly all actives have a fitted effect of over 40% in size
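Compounds were preincubated with Tdp1 (1 nM final) for 15 min at room temperature before substrate (15 nM final) started a 5 min reaction; beads (10 ug/ml final) were then added for 10 min before AlphaScreen detection.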
KAT2A inh – blocks human GCN5L2 histone acetyltransferase | 0.21% of 390,000 active | Q92830 | Potency, µM (highest dose often 58.9 µM), for the others: at the highest dose activity change, negative = inhibition, usual class: inhibitors | GCN5L2 HAT assay, ThioGlo1 CoA-SH fluorescence
Target sequence (Q92830 whole entry, looked up): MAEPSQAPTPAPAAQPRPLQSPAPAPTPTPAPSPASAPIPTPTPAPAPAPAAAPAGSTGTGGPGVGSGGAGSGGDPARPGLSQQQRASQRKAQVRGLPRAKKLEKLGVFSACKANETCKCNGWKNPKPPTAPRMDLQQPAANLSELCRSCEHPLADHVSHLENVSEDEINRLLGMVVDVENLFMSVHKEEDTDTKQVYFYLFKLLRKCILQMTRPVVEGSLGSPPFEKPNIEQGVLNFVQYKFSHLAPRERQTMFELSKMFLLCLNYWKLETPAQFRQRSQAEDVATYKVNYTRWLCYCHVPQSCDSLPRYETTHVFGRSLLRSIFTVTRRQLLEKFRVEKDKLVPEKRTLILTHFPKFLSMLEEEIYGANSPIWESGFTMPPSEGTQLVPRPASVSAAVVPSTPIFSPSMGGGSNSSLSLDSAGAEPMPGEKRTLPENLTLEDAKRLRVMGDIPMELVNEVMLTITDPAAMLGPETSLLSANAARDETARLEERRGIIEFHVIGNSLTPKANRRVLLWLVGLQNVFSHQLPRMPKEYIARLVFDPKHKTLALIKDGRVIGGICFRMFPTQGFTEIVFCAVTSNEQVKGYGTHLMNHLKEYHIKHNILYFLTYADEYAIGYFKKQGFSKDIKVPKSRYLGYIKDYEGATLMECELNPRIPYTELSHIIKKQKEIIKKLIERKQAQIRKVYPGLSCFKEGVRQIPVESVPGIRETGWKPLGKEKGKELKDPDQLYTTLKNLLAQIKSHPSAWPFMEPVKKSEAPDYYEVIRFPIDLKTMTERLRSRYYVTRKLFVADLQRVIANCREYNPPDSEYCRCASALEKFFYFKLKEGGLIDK
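Preincubate 20nM GCN5L2 with compound 15 min, RT → add 50uM ThioGlo1 + 75uM H3(1-25) + 70uM acetyl-CoA → read fluorescence 0 and 20 min. Primary qHTS; fluorescent artifacts likely.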
TDP1 cell noCPT – qHTS for Inhibitors of human tyrosyl-DNA phosphodiesterase 1 (TDP1): qHTS in cells in absence of CPT | DT40 Tdp1-/- hTDP1 cells, no CPT, ATP luminescence, 48 h | 15% of 420,000 active | Potency, µM (highest dose often 46.2 µM), inactives show at the highest dose activity change, negative = growth inhibition, usual class: inhibitors; also: nearly all actives have a fitted effect of over 55% in size
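No-CPT arm: Tdp1-/-;hTDP1 DT40 cells (400/well) plus compounds, incubated ≥48 hr at 37 °C. Readout CellTiter-Glo luminescence.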
* marks the source's active call; other numbers are inactive results; ? = inconclusive; / = no result given; [ ] = another dose, or the depositor's remark. Calls follow the shape of the dose curve; as a rule, active = well fitted curve in the direction sought with a large enough effect; inconclusive = small, poorly fitted or top-dose-only effect, or another doubt; inactive = no such curve, though single readings can be large; an effect the other way counts as inactive or inconclusive. % is scaled to controls: 0 for no effect and ±100 for the full control effect; potency is read from the fitted curve at half-maximal effect. Some of the compounds tested, so the mix of outcomes need not match the whole.

Structure | TDP1 block | KAT2A inh | TDP1 cell noCPT
CCN1CCN(C(=O)Cn2ncc3c([nH]c4ccc(C)cc43)c2=O)CC1 | 6% | -23% | -13%
O=C(CCCl)Nc1nnc(SCC(=O)NC2CCCC2)s1 | 10% | -6% | 3.3µM*
COc1ccc(N2CCN(C3CCCN(Cc4ccc(F)cc4Cl)C3)CC2)cc1 (stereo unspecified) | / | -6% | ?
COCCn1c(SCC(=O)NC2CCCC2)nc2c(c1=O)SCC2 | 5% | -4% | -7%
C=C(C)Cc1c(C)c(C#N)c2[nH]c3ccccc3n2c1=O | / | ? | ?
CCOc1cccc(C2/C(=C(\O)c3ccc4c(c3)OCCO4)C(=O)C(=O)N2Cc2ccncc2)c1 (stereo unspecified) | 8% | -5% | 17%
CCOc1ccc(NC(=O)CN(C)C(=O)CC2CCCCC2)cc1OCC | 0% | -4% | 5%
CCc1ccc2nc3n[nH]c(N)c3cc2c1 | 4% | ? | -12%
Cc1cc(C)cc(N(C(=O)Cn2nnc3ccccc32)C(C(=O)NCc2ccco2)c2ccncc2)c1 (stereo unspecified) | -2% | -5% | -21%
O=C(Nc1ccccc1N1CCCCC1)c1ccc(F)c(S(=O)(=O)N2CCOCC2)c1 | 0% | -23% | 21µM*
COc1ccc(C(CNC(=O)c2cccc(S(=O)(=O)N3CCCC3)c2)N2CCCC2)cc1 (stereo unspecified) | 1% | 0% | -27%
Cc1ccc(S(=O)(=O)Nc2ccc(S(=O)(=O)Nc3nccs3)cc2)c([N+](=O)[O-])c1 | 6%[56.1 µM] | -5% | ?
Oc1ccc(-c2nc3ncccn3c2Nc2ccc3c(c2)OCO3)cc1 | 5% | 1% | -29%
COc1ccc2[nH]cc(CCNC(=O)c3ccc4ccccc4n3)c2c1 | 10% | -4% | ?
Cc1[nH]n(-c2ccccc2)c(=O)c1N=Nc1cccc([N+](=O)[O-])c1 | / | -12% | ?
O=C(Nc1ccccc1C(=O)O)c1ccccc1 | ? | -2% | -7%
O=C(C1CCC(Cn2c(=O)c3sccc3n(Cc3ccccc3)c2=O)CC1)N1CCOCC1 (stereo unspecified) | 7% | -5% | ?
CCc1ccc2c(c1)c(N=NC1=NC(=O)CS1)c(O)n2C | 4% | 3% | 16µM*
CCOC(=O)N1CCN(C(=O)COC(=O)CSc2cc(C)c(Br)cc2C)CC1 | 0%[0.505 µM] | 0% | -24%
COc1cc(C(=O)NC(=S)Nc2ccccc2N2CCCC2)cc(OC)c1OC | 10% | -8% | 21µM*
O=C(NCc1ccccc1)c1ccc(Cl)nc1 | 5% | 2% | 0%
CCOC(=O)C(NCc1ccccc1OC)(NC(=O)CC)C(F)(F)F (stereo unspecified) | 3% | -6% | ?
c1ccc(SCc2nc3ccccc3s2)nc1 | / | 3% | 6%
COc1ccc(/C=C2\N=C(C)N(c3ccc4ccccc4c3)C2=O)cc1OC | 5% | -2% | 5.8µM*
COCCNC(=O)CCn1c(=O)c2cc(OC)c(OC)cc2n(CC(=O)Nc2ccccc2OC)c1=O | 6% | -1% | -3%

The final 6 entries of the section above open the next one.
Structure | TDP1 block | KAT2A inh | TDP1 cell noCPT
COc1cc(C(=O)NC(=S)Nc2ccccc2N2CCCC2)cc(OC)c1OC | 10% | -8% | 21µM*
O=C(NCc1ccccc1)c1ccc(Cl)nc1 | 5% | 2% | 0%
CCOC(=O)C(NCc1ccccc1OC)(NC(=O)CC)C(F)(F)F (stereo unspecified) | 3% | -6% | ?
c1ccc(SCc2nc3ccccc3s2)nc1 | / | 3% | 6%
COc1ccc(/C=C2\N=C(C)N(c3ccc4ccccc4c3)C2=O)cc1OC | 5% | -2% | 5.8µM*
COCCNC(=O)CCn1c(=O)c2cc(OC)c(OC)cc2n(CC(=O)Nc2ccccc2OC)c1=O | 6% | -1% | -3%
CC(C)c1ccc(NC(=O)N2CCC(c3nc4ccccc4o3)CC2)cc1 | 1% | -5% | 18µM*
COc1ccc(-c2noc(CNC(=O)c3ccc(OC)cc3OC)n2)cc1 | 7% | -8% | ?
COc1ccc(-c2cc(C(F)(F)F)nc(SCC(=O)NC(C)c3ccccc3)n2)cc1 (stereo unspecified) | 0% | 4% | 15µM*
COc1ccc(/C=C2\SC(=O)N(CCNC(=O)CN3C(=O)NC4(CCCC4)C3=O)C2=O)cc1 | 1% | -9% | ?
CCN(C(=O)COC(=O)c1cccc(C)c1[N+](=O)[O-])c1c(N)n(Cc2ccccc2)c(=O)[nH]c1=O | -4%[0.505 µM] | -3% | 5%
O=C(Nc1ccc(S(=O)(=O)Nc2ncccn2)cc1)c1cccc(S(=O)(=O)N2CCCC2)c1 | / | -8% | -3%
Cc1ccc(C(=O)N2CCCCC2C(=O)O)cc1S(=O)(=O)N1CCCCC1 (stereo unspecified) | 0% | 1% | -10%
COc1ccc(NC(=O)C(c2cc3c(cc2[N+](=O)[O-])OCO3)N(C)C)cc1 (stereo unspecified) | 2% | 1% | -4%
CC(=O)N(NC(=O)c1ccc(C)cc1)C1CC(=O)N(c2ccccc2Cl)C1=O (stereo unspecified) | 0% | 1% | -25%
CN(C)S(=O)(=O)N1CCC(c2ccc(F)cc2)C(COc2ccc3c(c2)OCO3)C1 (stereo unspecified) | -5% | -12% | ?
CCOc1ccc(OCC)c(NC(=O)C2CCN(S(=O)(=O)c3cnc[nH]3)CC2)c1 | 3% | -2% | 2%
CC1CCCC(NC(=O)CN(C)CC(=O)Nc2ccc(F)cc2)C1C (stereo unspecified) | 0% | 0% | -15%
Cc1onc(-c2ccccc2)c1C(=O)NCc1ccc2c(c1)OCO2 | -7% | -11% | -15%
Cc1ccc(S(=O)(=O)N2[C@@H](c3ccc(Br)cc3)C(C(=O)O)=C[C@H]2CC2CCCC2)cc1 | 0% | ? | -13%
CCc1nnc(NC(=O)CCC(=O)NC2CCCCCC2)s1 | 6% | -4% | 33%[activator]
CN(c1ccccc1)S(=O)(=O)c1cccc(C(=O)OCC(=O)NCc2ccco2)c1 | 9% | -11% | -28%
COc1ccccc1-c1nnc(SCC(=O)Nc2cccnc2Cl)n1C | 0% | 2% | -15%
CCSc1nnc(NC(=O)c2cccnc2)s1 | 2% | -3% | -3%
CCOC(=O)C1=C(COC(=O)COc2ccccc2C#N)NC(=O)NC1C (stereo unspecified) | / | -27% | -11%
COC(=O)c1c(C)[nH]c(C)c1-c1ccccc1 | 6% | ? | -22%
CCCOc1ccc2c(=O)c(N3C(=O)c4ccccc4C3=O)c(C)oc2c1 | 5% | -13% | -10%
COc1ccc(/C=N/OCc2ccc(Br)cc2)c(OC)c1 | / | ? | -6%
COc1ccc(C(=O)Nc2cccc(OCc3cc(=O)n4c5c(sc4n3)CCCC5)c2)cc1 | -1% | -3% | 2%
COc1cc(C(=O)O[C@@H]2CC3CC[C@]2(C)C3(C)C)ccc1O | 8% | -11% | /
COc1ccc2nccc(C(N)=O)c2c1 | 3% | ? | -1%

Rewritten with values under each structure: part of the list above
Each structure is followed by: TDP1 block | KAT2A inh | TDP1 cell noCPT
- COc1ccc(/C=N/OCc2ccc(Br)cc2)c(OC)c1
 : / | ? | -6%
- COc1ccc(C(=O)Nc2cccc(OCc3cc(=O)n4c5c(sc4n3)CCCC5)c2)cc1
 : -1% | -3% | 2%
- COc1cc(C(=O)O[C@@H]2CC3CC[C@]2(C)C3(C)C)ccc1O
 : 8% | -11% | /

Carrying on.
Structure | TDP1 block | KAT2A inh | TDP1 cell noCPT
CC[C@H](C)[C@H](NC(=O)OCC1c2ccccc2-c2ccccc21)C(=O)O | -8%[56.1 µM] | -19% | -3%
O=C(CN1C(=O)C2CC=CCC2C1=O)NCC1COc2ccccc2O1 (stereo unspecified) | 3% | -3% | -18%
OC(CN1CCN(c2ccccc2)CC1)c1c[nH]c2ccccc12 (stereo unspecified) | 7% | -2% | ?
CCOC(=O)N1CCC(NS(=O)(=O)c2ccc3c(c2)C(C)(C)C(=O)N3C)CC1 | 1% | -3% | -13%
CC(C)c1ccccc1OS(N)(=O)=O | / | -3% | 2%
COc1cccc(CNC(=O)c2c[nH]n3c(=O)c(Cl)c(C)nc23)c1 | 4% | -1% | -11%
CSc1nc2nc3c(cn2n1)C(=O)CC(c1ccccc1)C3 (stereo unspecified) | 3% | -1% | 0%
Cc1ccc(S(=O)(=O)N2CCN(C(=O)Cn3nc(C(=O)O)c4ccccc4c3=O)CC2)cc1 | 6% | -2% | -22%
O=C(Nc1ccc2c(c1)OCO2)N1CCN(c2cccc(C(F)(F)F)c2)CC1 | 2% | 1% | 21µM*
CCOC(=O)N1CCC(N2Cc3cccc(C(=O)Nc4cc(F)ccc4F)c3C2=O)CC1 | -1% | -4% | ?
COc1ccc(CNC(=O)CCNS(=O)(=O)c2ccc(NC(C)=O)cc2)cc1OC | 0% | -3% | 16%
COc1ccc(/C=N/OC/C(O)=C(\C#N)c2nc3ccccc3[nH]2)cc1OC | 3% | -6% | -11%
Fc1ccc(Nc2ncncc2-c2ccccc2C(F)(F)F)cc1 | / | -10% | ?
COC(=O)c1sccc1NC(=O)CC1C(=O)NCCN1C(=O)c1ccc(F)cc1 (stereo unspecified) | 7% | -3% | 10%
CCOC(=O)Nc1ccc2c(c1)Nc1ccccc1S2 | 11% | -14% | 21µM*
Cc1c(-c2ccccc2)oc2c(C(=O)N3CCN(c4ccccc4F)CC3)cccc2c1=O | -3% | -2% | 21µM*
COc1ccc(C(C(=O)NCc2ccccc2)N(C(=O)c2snc(C(N)=O)c2N)c2ccccc2OC)cc1OC (stereo unspecified) | / | -5% | ?
COc1cccc(/C=N/NC(=O)Cn2cnc3c2c(=O)n(C)c(=O)n3C)c1OC | 1% | -7% | 0%
CC1CN(C(=O)COC(=O)c2cc([N+](=O)[O-])ccc2Cl)CC(C)O1 (stereo unspecified) | 3% | -1% | 4%
Cc1nn(-c2cc(C)c3ccccc3n2)c2c1CCC2 | 6% | -3% | 23µM*
Cc1ccc2c(c1)COc1c3ccc(C(=O)NCC4CC4)cc3nn1-2 | 2% | -14% | 21µM*
CN(C)S(=O)(=O)c1cccc(C(=O)N2CCN(C(=O)C3CCCO3)CC2)c1 (stereo unspecified) | 1% | 0% | 11%
CCOc1ccc(C(=O)N2CCC3(CC2)NCCc2[nH]cnc23)cc1OCC | 3% | -3% | 3%
CCOc1cccc(OCCOCCn2cnc3ccccc3c2=O)c1 | 6% | -4% | -10%
Cc1cc(NC(=O)CCNS(=O)(=O)c2cc(Br)cnc2N)ccc1Br | 1% | -4% | -6%
CCC12CN3CCN(CC(C3)/C1=N\NC(=O)c1ccc(C(C)(C)C)cc1)C2 | -3% | 1% | -13%
